Cneo AK release: Cryptococcus neoformans cell lysis inducers, primary screen, AK release luminescence, single concentration. C. neoformans lysis, adenylate kinase release luminescence, 4 h; normalised: neutral wells 0, clomiphene wells 100. lysis activity, % at 15 µM. hit rate 0.2% among 360,000. AID 651654, 2012;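 active means mean lysis activity across replicates of at least 80%, whatever share of replicates individually reach that level; inactive means mean lysis activity below 80%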
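Schedule: static 4 h at 37 °C with compound, 1 h detection; system: C. neoformans cells; benchmarks: Clomiphene as positive control; buffer or medium: fresh YPD medium; measure: luminescence rise reflecting yeast cell lysis; measured by: luminescent adenylate kinase detection reagent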
ERAP1 HTS inh: human ERAP1 aminopeptidase inhibitors, primary screen, biochemical, single point, plate reader; Endoplasmic reticulum aminopeptidase 1 (Homo sapiens), Q9NZ08; recombinant ERAP1, Leu-AMC fluorescence, 60 min; inhibition, % at 10.7 µM; hit rate 0.15% among 340,000; AID 652197, 2013;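 active means mean replicate inhibition of at least 30%, or all replicates individually reaching that 30% level; inactive means mean below 30% and not every replicate reaching it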;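 further: 0% = neutral control wells and 100% = L-leucinethiol positive control wells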
PglD DTNB: C. jejuni PglD acetyltransferase inhibitors, primary screen, biochemical, DTNB colorimetric, single point; inhibition, % at 12.5 µM; UDP-N-acetylbacillosamine N-acetyltransferase PglD (Campylobacter jejuni); purified PglD enzyme, DTNB colorimetric CoA detection; hit rate 0.098% among 360,000; in the data active means inhibition above about 16%, passing the limit was not always enough; further: strong numbers were not always called active
miR122 inh: miR-122 Renilla sensor signal increase in Huh7, primary screen, miR-122 inhibitor project, cell-based, single point, plate reader | Huh7 miR-122 Renilla luciferase sensor, 48 h; neutral wells = 0, positive control = 100 | activation (reporter increase), % at 12.5 µM | hit rate 0.3% among 340,000 | AID 602342, 2012;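 active means mean replicate activation score at least 90 and every replicate individually at or above 90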;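 further: higher luciferase means less miR-122 activity so hits act as miR-122 inhibitors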
E-selectin induc: E-selectin induction in HUVECs, primary screen, imaging, HUVEC, immunofluorescence imaging, single point; P16581; normalized: neutral wells 0, TNF-alpha wells 100; activation, % at 7.58 µM; hit rate 0.37% among 260,000; AID 686992, 2013;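 active means mean E-selectin-positive cell signal at least 10% of the positive control, reached in at least 60% of replicates, without over 20% cell loss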;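 further: in these data hits start at about 27%; measured in HUVEC primary endothelial cells; signal is the percent of cells scored E-selectin positive by PE staining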
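System: HUVEC, human umbilical vein endothelial cells; quantity: 3,000 cells/well; buffer or medium: EGM-2 medium, gelatin-coated wells; dosing: single-point compound dose; detection: immunofluorescence imaging; evaluation: % PE-positive cells; benchmarks: TNF-alpha, DMSO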
PGC1a acetyl inh: inhibitors of PGC1a acetylation signal, primary screen, cell-based, U2OS, AlphaScreen, inhibitor mode | AlphaScreen anti-acetyl-lysine; with virally co-expressed GCN5 acetyltransferase | inhibition, % at 15.6 µM | hit rate 0.17% among 350,000 | AID 651687, 2012;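 active means every replicate shows inhibition of at least 40%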;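 further: 0% = neutral control wells and 100% = positive control wells; some results beyond the cut were filed as inactive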
RAD52 inh: RAD52 DNA annealing inhibitors, primary screen, biochemical, FRET, single point, set 2. DNA repair protein RAD52 homolog (Homo sapiens), P43351. inhibition, % at 18.7 µM. hit rate 0.46% among 360,000. recombinant RAD52 DNA annealing, FRET fluorescence;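 active means every replicate showing at least 50% inhibition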
Target sequence (P43351 whole entry, looked up): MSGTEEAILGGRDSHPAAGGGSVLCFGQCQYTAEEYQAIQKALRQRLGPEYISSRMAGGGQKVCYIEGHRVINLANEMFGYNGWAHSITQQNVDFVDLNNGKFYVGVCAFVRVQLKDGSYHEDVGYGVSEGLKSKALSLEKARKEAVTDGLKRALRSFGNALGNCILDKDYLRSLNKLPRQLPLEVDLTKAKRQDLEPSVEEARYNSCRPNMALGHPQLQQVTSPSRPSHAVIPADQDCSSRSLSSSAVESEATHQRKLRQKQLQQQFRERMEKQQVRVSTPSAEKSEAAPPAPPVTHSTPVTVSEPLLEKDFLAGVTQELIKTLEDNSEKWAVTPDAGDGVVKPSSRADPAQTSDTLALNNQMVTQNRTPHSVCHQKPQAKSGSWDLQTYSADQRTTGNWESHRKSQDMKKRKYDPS
RAD54 inh: inhibitors of human RAD54 branch migration, primary screen, biochemical, fluorescence, single point. DNA repair and recombination protein RAD54-like (Homo sapiens), Q92698. RAD54 Holliday junction branch migration, FAM/BHQ fluorescence. inhibition, % at 10.4 µM. hit rate 0.14% among 360,000. AID 602329, 2012;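 active means mean normalized replicate activity at least 40 and at least half of replicates scoring 40 or more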;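 further: 0% = median of neutral control wells and 100% = median of positive control wells; inhibitors cause a drop in the FAM fluorescence signal; in these data hits start at about 50%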
The depositor's hits bear a star; . = no result given; & = joins results of further samples; [ ] = another dose, or the depositor's remark.

compound	Cneo AK release	ERAP1 HTS inh	PglD DTNB	miR122 inh	E-selectin induc	PGC1a acetyl inh	RAD52 inh	RAD54 inh
COc1ccc([Si](C)(C)[C@H]2[C@H](CCO)O[C@@]3(C(=O)N(Cc4ccccc4)c4ccc(N5CCC5=O)cc43)[C@@H]2C)cc1	21	-2	1	.	.	5	11	8
C=CC[C@@H](CC(=O)N(CCO)Cc1ccccc1)C(=O)N[C@H](COC(=O)[C@@H](CC=C)Cc1ccc(F)cc1)c1ccccc1	2	-6	4	-6	0.1	-2	-16	-5
COc1ccccc1C(=O)NNC(=O)C1CCN(C(=O)OC(C)(C)C)CC1	0	-3	1	-10	3.5	-3	-12	-4
CN(c1ccc(OC(=O)c2ccc(-n3cncn3)c([N+](=O)[O-])c2)cc1)S(=O)(=O)c1ccccc1	-2	-1	-5	17	-0.3	-9	-11	6
O=C(COC(=O)/C=C/c1ccccc1)NC1CCCC1	1	2	-2	1	-0.4	9	-17	0
O=C(c1cccnc1)N1CC2(C1)[C@@H](c1ccccc1)[C@@H](CO)N2C(=O)c1cccnc1	.	0	.	.	0.1	1	-11	.
Clc1ccc2c(N/N=C/c3ccc(Br)cc3)ccnc2c1	5	8	4	-22	-1.2	-2	-8	-8
COc1ccc(CN2CCC(C)(Oc3ccc(C(C)=O)cc3)C2)c2ccccc12 (stereo not drawn)	10	4	0	.	-0.1	.	-25	1
COC(=O)C(C(=O)Nc1ccc(OC)cc1)C1CCCCCC1 (stereo not drawn)	0	.	6	-1	.	-5	.	5
O=C(CCNC(=O)c1ccc(Br)o1)NCc1ccccc1Cl	0	.	5	-6	.	-2	.	-8
O=c1[nH]c2ccc(S(=O)(=O)Nc3ccc(Cl)cc3)cc2o1	-1	-1	3	34	-0.2	.	-11	4
O=C(Nc1cccnc1)c1cccc(NC(=O)c2ccco2)c1	2	.	6	-3	.	2	.	-2
Cn1cccc1CC(=O)N/N=C\c1ccccc1	-7	2	2	0	.	4	-22	4
O=C(c1cc(C2CC2)nn1-c1ccccc1)N1CCN(c2ccccc2O)CC1	4	-2	6	0	0.3	2	-18	7
CCCNC(=O)c1cc(C2CCCCN2C(=O)c2cccs2)on1 (stereo not drawn)	-1	3	2	-11	-0.1	-3	1	1
CCn1c(=O)c(C(=O)CN2CCCc3ccccc32)c(N)n(Cc2ccccc2)c1=O	2	.	-1	-2	.	.	.	-1
COc1ccc(C2CC(c3cccs3)=NN2C(=O)CSc2nc(=O)n3ccc(C)cc3n2)cc1 (stereo not drawn)	.	0	.	5	-0.3	.	-68	.
N#C/C(=C\c1cccnc1)C(=O)NC1CCCCC1	1	.	-1	-3	.	-6	.	5
COCCNC(=O)c1ccc(-c2ccc(OC)cc2C)c2ccoc12	0	1	-2	7	0.0	-7	-3	2
CCCC(=O)N1CCN(c2ccc(NC(=O)c3cccs3)cc2)CC1	1	-1	0	-1	-0.1	.	-7	-5
C[C@@H]1CN([C@H](C)CO)S(=O)(=O)c2ccc(C#C[C@@H](C)O)cc2O[C@H]1CN(C)Cc1cccnc1	2	-1	0	5[16.7 µM]	-0.1	-9	-3	-4
C[C@H]1CN([C@@H](C)CO)C(=O)c2cc(-c3cccc(C#N)c3)cnc2O[C@@H]1CN(C)C(=O)C1CCC1	-2	2	0	62[16.7 µM]	1.9	6	-5	1
Cc1ccc2nc(SCC(=O)N3N=C(c4cccs4)CC3c3ccc(F)cc3)nc(=O)n2c1 (stereo not drawn)	3	-8	.	2	-0.2	4	-100	5
CCc1cc(=O)oc2cc(OC(=O)c3ccco3)ccc12	-1	-4	3	-3	0.0	.	-1	-6
O=C(N[C@H]1CC[C@@H](CCNS(=O)(=O)Cc2ccccc2)O[C@H]1CO)c1cnccn1	15	0	12	27[16.7 µM]	0.6	10	0	5
O=C(CCC(=O)N1CCOc2ccc(Cl)cc21)NCCN1CCOCC1	0	-4	1	-4	0.7	2	-9	-3
CCCCN(CC)c1nc(N)c(C#N)c(CC#N)c1C#N	-1	.	-2	-14	.	8	.	-18
C[C@@H]1CCCCO[C@@H](CN(C)Cc2ccc(C(=O)O)cc2)[C@H](C)CN([C@H](C)CO)C(=O)c2cc(NC(=O)NC3CCCCC3)ccc2O1	-2	5	2	3[16.7 µM]	2.9	14	21	-1
C[C@H](CO)N1C[C@H](C)[C@H](CN(C)Cc2ccccc2)Oc2ccc(NS(=O)(=O)c3cn(C)cn3)cc2CC1=O	6	-1	-1	0[16.7 µM]	-0.4	.	19	3
COc1ccc(-n2c(COc3ccccc3)nnc2SCC(N)=O)cc1	0	.	2	2	.	7	.	11
C[C@@H](NC(=O)C[C@H]1CC[C@@H]2[C@H](COc3ccc(NC(=O)C4CCOCC4)cc3C(=O)N2C)O1)c1ccccc1	-2	2	2	48[16.7 µM]	0.0	0	-1	3
Cn1c(SCC(=O)c2cc(Cl)c(Cl)s2)nnc1-c1ccco1	-5	0	2	-7	-0.2	-1	-38	-4
C[C@H](CO)N1C[C@H](C)[C@H](CN(C)C)Oc2ccc(NC(=O)Cn3cnnn3)cc2CC1=O	-3	-5	0	-1[16.7 µM]	.	-12	-3	-8
O=C(O)CC(CNC(=O)C1CCCN1C(=O)OCc1ccccc1)c1ccccc1 (stereo not drawn)	-1	0	2	-1	-0.1	7	3	0
O=C(N/C(=C\c1cccc(Br)c1)C(=O)N1CCCCC1)c1ccco1	-1	0	-1	.	.	.	-9	6
Nc1c(C(=O)NCc2ccc3c(c2)OCO3)nnn1Cc1ccc(Br)cc1	2	.	-4	0	0.2	-10	-51	-5
CN1CCN(C(=O)C[C@@H]2CC[C@@H]3[C@H](COC[C@@H](O)CN3Cc3cccc(Cl)c3)O2)CC1	-3	0&-6	-1	0[16.7 µM]	0.2&-0.2	2	0&1	2
COc1ccccc1C(=O)Nc1ccnn1C1CCN(Cc2cnn(C)c2)CC1	-1	1	4	-11	-0.1	-2	-8	-11
COc1ccc(NC(=O)CCc2nnc3ccc(NCc4ccco4)nn23)cc1OC	-1	2	-2	-9	.	-18	-6	4
Cc1ccccc1S(=O)(=O)N[C@H]1CC[C@H](CCn2cc(Cc3ccccc3)nn2)O[C@H]1CO	-2	1	4	.	-0.3	-16	2	-6
C[C@@H]1CN([C@@H](C)CO)C(=O)c2cccc(NC(=O)C3CCOCC3)c2O[C@@H]1CN(C)CC1CC1	-55	-1	-1	0[16.7 µM]	-0.2	.	-13	-4
O=C(NCc1ccc(C(F)(F)F)cc1)c1ccc2c(c1)S(=O)(=O)c1ccccc1C2=O	3	.	-5	-3	-0.1	3	.	-4
Cc1nc2[nH]c(=S)[nH]c(=O)c2nc1C	-1	0	-8	1	0.6	-8	-12	-3
CS(=O)(=O)Nc1ccc2c(c1)[C@@H]1C[C@@H](CC(=O)NCc3cccnc3)O[C@@H](CO)[C@@H]1O2	-1	1	1	-3[16.7 µM]	-0.1	6	11	-3
Cc1ccc(NC(=O)c2cn(-c3cccc(C)n3)cn2)cc1	-1	.	4	-1	.	-4	.	-5

Copied from the list.
Value of Cc1nc2[nH]c(=S)[nH]c(=O)c2nc1C under RAD54 inh: -3
Value of CN1CCN(C(=O)C[C@@H]2CC[C@@H]3[C@H](COC[C@@H](O)CN3Cc3cccc(Cl)c3)O2)CC1 under ERAP1 HTS inh: 0&-6
Value of O=C(NCc1ccc(C(F)(F)F)cc1)c1ccc2c(c1)S(=O)(=O)c1ccccc1C2=O under PGC1a acetyl inh: 3

Complete entries from above. Values in the order: Cneo AK release, ERAP1 HTS inh, PglD DTNB, miR122 inh, E-selectin induc, PGC1a acetyl inh, RAD52 inh, RAD54 inh
`C[C@@H]1CCCCO[C@@H](CN(C)Cc2ccc(C(=O)O)cc2)[C@H](C)CN([C@H](C)CO)C(=O)c2cc(NC(=O)NC3CCCCC3)ccc2O1` reads -2, 5, 2, 3[16.7 µM], 2.9, 14, 21, -1
`Nc1c(C(=O)NCc2ccc3c(c2)OCO3)nnn1Cc1ccc(Br)cc1` reads 2, ., -4, 0, 0.2, -10, -51, -5
`Cn1c(SCC(=O)c2cc(Cl)c(Cl)s2)nnc1-c1ccco1` reads -5, 0, 2, -7, -0.2, -1, -38, -4

Continued:
compound	Cneo AK release	ERAP1 HTS inh	PglD DTNB	miR122 inh	E-selectin induc	PGC1a acetyl inh	RAD52 inh	RAD54 inh
O=C(COC(=O)c1cccc(Br)c1)NC(=O)NC1CCCC1	4	2	-3	-5	-0.2	.	-1	-4
O=C(C1CCCO1)N1CCN(S(=O)(=O)c2ccc(Cl)cc2)CC1 (stereo not drawn)	0	-1	-6	.	-0.1	.	-6	-5
CCOc1nc(Nc2ccc(Cl)cc2)nc(OCC)n1	1	-1	0	0	.	13	6	3
CO[C@H]1CN(C)C(=O)c2cc(NC(=O)C3CC3)ccc2OC[C@H](C)N(CCc2ccccc2)C[C@H]1C	-2	.	3	-31[16.7 µM]	-0.2	-7	.	-6
Cc1ccc(Cl)cc1N(CC(=O)N1CCOCC1)S(C)(=O)=O	2	-1	-7	.	0.3	.	-4	-1
CC(=O)c1c(C)[nH]c(C(=O)NCCC2=CCCCC2)c1C	7	.	-2	4	.	-8	.	-7
C[C@H](CO)N1C[C@H](C)[C@H](CN(C)Cc2ccccn2)Oc2cc(Br)ccc2S1(=O)=O	-1	3	-1	22[16.7 µM]	-0.2	-35	10	-8
CCOC(=O)C1(Cc2ccccc2)CCCN(C(=O)C=C(C)C)C1 (stereo not drawn)	4	-1	0	-4	-1.1	5	-3	-5
CCN1CCN(c2cc(=O)n(-c3cc(Cl)ccc3C)c(=O)[nH]2)CC1	1	.	-3	3	.	-14	.	1

High-throughput results (PubChem BioAssay)
